Bioassay records as filed in PubChem BioAssay.
ADAM10 inh = ADAM10 inhibition, QFRET primary screen. O14672. recombinant ADAM10, EDANS/DABCYL FRET peptide cleavage, 3 h. inhibition, % at 7 µM. hit rate 0.62% among 370,000. AID 720582;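 active means inhibition above a per-campaign cutoff equal to the mean of compounds falling between control-based bounds plus 3 SD, cut at about 20% in these data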;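 further: 0% = DMSO wells while the 100% control is not disclosed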
DAX1 inh-1 = inhibitors of human orphan nuclear receptor DAX1 (NR0B1); P51843; HEK293 Gal4-DAX1 luciferase reporter, luminescence; inhibition, % at 6.75 µM; hit rate 0.99% among 340,000; AID 504766;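 active means inhibition above the mean over all tested compounds plus 3 SD, cut at about 4.2% in these data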;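 further: 0% = DAX1-transfected cells with DMSO and 100% = empty-vector control cells with DMSO; inhibition shows as a rise in luminescence from relieved DAX1 repression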
HGIII-sPLA2 inh = Blocks human group III sPLA2 activity; hit rate 0.56% among 370,000; inhibition, % at 12.2 µM; QFRET BODIPY PC-A2 liposome hydrolysis, fluorescence; AID 743126;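 active means inhibition above mean plus 3 SD of compounds lying within the high and low control bounds, cut at about 19% in these data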;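 further: 0% = median of test compound wells and 100% = no enzyme DMSO wells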
NPR2 activator = GC-B (human) receptor activation; AID 1920062; HEK293-GC-B cells, CNP EC30, cGMP TR-FRET; 0% at EC30 CNP, 100% saturating CNP; P20594; activation, % at 10 µM; hit rate 0.11% among 370,000;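 active means activation at 10 µM reaching about 35% in either raw or pattern-adjusted values, limit read from the data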
Target sequence (P20594 whole entry, looked up): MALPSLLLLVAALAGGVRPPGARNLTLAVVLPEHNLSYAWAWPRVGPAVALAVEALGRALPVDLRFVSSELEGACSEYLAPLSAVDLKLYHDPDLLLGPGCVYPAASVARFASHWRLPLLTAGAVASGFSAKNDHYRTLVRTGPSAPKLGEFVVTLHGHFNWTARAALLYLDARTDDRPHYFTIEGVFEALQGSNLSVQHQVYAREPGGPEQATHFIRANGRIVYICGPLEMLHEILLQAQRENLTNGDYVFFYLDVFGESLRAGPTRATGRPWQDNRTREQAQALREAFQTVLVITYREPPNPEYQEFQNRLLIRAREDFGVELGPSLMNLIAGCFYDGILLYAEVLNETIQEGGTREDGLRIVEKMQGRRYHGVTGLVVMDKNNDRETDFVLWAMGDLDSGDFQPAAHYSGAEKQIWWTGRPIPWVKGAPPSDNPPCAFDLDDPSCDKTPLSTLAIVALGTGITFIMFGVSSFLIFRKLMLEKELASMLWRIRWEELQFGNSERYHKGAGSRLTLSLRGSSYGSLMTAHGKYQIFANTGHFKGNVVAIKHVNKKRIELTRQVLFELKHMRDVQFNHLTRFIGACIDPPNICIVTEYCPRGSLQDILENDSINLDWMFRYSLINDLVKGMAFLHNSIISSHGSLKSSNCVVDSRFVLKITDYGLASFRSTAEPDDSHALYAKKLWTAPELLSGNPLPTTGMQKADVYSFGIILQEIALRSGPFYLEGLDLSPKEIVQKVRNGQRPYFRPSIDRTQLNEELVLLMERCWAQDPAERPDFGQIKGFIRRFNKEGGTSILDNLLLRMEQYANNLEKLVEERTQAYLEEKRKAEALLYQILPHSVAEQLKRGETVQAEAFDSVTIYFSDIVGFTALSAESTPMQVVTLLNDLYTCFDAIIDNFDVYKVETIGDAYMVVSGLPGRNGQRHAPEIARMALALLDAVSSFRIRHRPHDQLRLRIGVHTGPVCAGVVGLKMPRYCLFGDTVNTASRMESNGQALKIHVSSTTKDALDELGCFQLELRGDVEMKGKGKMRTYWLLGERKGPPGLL
DAX1 inh-2 = inhibitors of DAX1 repression of SF-1 activated StAR promoter. AID 652010. inhibition, % at 6.8 µM. HEK293T StAR-luciferase reporter, SF-1/DAX-1 repression relief. hit rate 1.1% among 370,000;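 active means inhibition above the mean over all tested compounds plus 3 SD, cut at about 3.6% in these data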;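 further: 0% = DAX-1 cells with DMSO and 100% = cells lacking DAX-1 with DMSO; higher inhibition means more luminescence from relief of DAX-1 repression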
ssDAF-12 act = activators of S. stercoralis DAF-12 nuclear receptor | HEK293 ssDAF-12/GRIP1 lit1-tk-luc reporter, luminescence; % of 3 µM dafachronic acid response | activation, % at 6.8 µM | hit rate 1% among 370,000 | AID 652126;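 active means activation above the mean over all tested compounds plus 3 SD, cut at about 0.9% in these data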;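 further: 0% = DMSO-only wells and 100% = 3 µM delta7-dafachronic acid wells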
hcDAF-12 act = activators of H. contortus DAF-12 nuclear receptor; HEK293 hcDAF-12 lit1-tk-luc reporter, luminescence; 0% DMSO, 100% Δ7-dafachronic acid; hit rate 1.4% among 370,000; activation, % at 6.8 µM;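 active means activation above the mean of all tested compounds plus 3 SD, cut at about 5.5% in these data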;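 further: 100% = response to 3 µM Δ7-dafachronic acid high control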
SMARCA2 act = activators of SMARCA2 function; activation, % at 9.1 µM; hit rate 1% among 370,000; MG213 cells, MMTV-luciferase reporter, dexamethasone, overnight; in the data active means activation above about 7.8%;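 further: 0% = vehicle wells and 100% = reference activator wells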
GC-A act = GC-A (human) enzyme activation; HEK293 GC-A cells, cGMP TR-FRET, EC30 ANP; 0% at EC30 ANP, 100% saturating ANP; activation, % at 10 µM; P16066; hit rate 0.14% among 370,000; in the data active means activation above about 40%
GAA850 FXN act = frataxin GAA850 promoter activation. activation, % at 6 µM. hit rate 0.56% among 360,000. HEK293 lucGAA850 FXN promoter luciferase reporter, 24 h; percent of 10 µM SAHA response. AID 540364;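 active means activation above the average of all compounds screened plus 3 SD, cutoff fixed separately per campaign, cut at about 7.5% in these data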;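 further: 0% = DMSO wells and 100% = 10 µM SAHA wells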
hgDAF-12 ag = hgDAF-12 agonism, primary luciferase screen | HEK293 GAL4-hgDAF12 UAS-luciferase reporter, agonist luminescence; normalized to butyrate control | activation, % at 6.8 µM | hit rate 1.8% among 370,000;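 active means activation above a cutoff set at the mean of all screened compounds plus 3 SD, cut at about 10% in these data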;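 further: 0% = DMSO wells and 100% = sodium butyrate wells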
Numbers without * were called inactive; i = inactive; / = not tested or not shown. Outcome played no part in choosing rows; about 6.6% have a hit in one of these screens.

Key to letters: A = ADAM10 inh; B = DAX1 inh-1; C = HGIII-sPLA2 inh; D = NPR2 activator; E = DAX1 inh-2; F = ssDAF-12 act; G = hcDAF-12 act; H = SMARCA2 act; I = GC-A act; J = GAA850 FXN act; K = hgDAF-12 ag
1) CCOc1cc(C2NC(=O)NC(C)=C2C(=O)OCC2CCCCC2)ccc1O (stereo unspecified)
  A: 11	B: -1.7	C: -11	D: -5	E: -0.1	F: -1.0	G: -2.1	H: -2	I: -7	J: 3.6	K: -1.5

2) COCCn1c(=N)c(C(=O)NCc2ccco2)cc2c(=O)n3cc(C)ccc3nc21
  A: i	B: -1.8	C: 13	D: -2	E: 0.4	F: -1.5	G: 1.0	H: 2	I: 9	J: 1.6	K: 5.4

3) O=C(O)Cc1ccc(C(=O)c2ccccc2)s1
  A: -15	B: 1.6	C: -7	D: 4	E: -0.5	F: -0.6	G: 0.8	H: -2	I: 2	J: -1.4	K: -0.2

4) COCC(C)n1c(SCC(=O)N2CCCCC2)nc2ccccc2c1=O (stereo unspecified)
  A: -2	B: 0.3	C: 6	D: 5	E: -1.3	F: -1.1	G: -1.5	H: 2	I: -3	J: 2.9	K: -1.7

5) CCC(CO)Nc1nc(CN2CCCCC2)nc2scc(-c3ccccc3)c12 (stereo unspecified)
  A: -7	B: 0.9	C: -5	D: -10	E: 0.3	F: 0.1	G: -0.7	H: -1	I: -12	J: -2.1	K: -0.7

6) Cc1c(C(N)=O)sc(N)c1C(=O)OC(C)C
  A: -7	B: -0.5	C: 9	D: 5	E: 0.9	F: -0.2	G: -2.6	H: -8	I: 5	J: -0.1	K: 2.8

7) C/C(O)=C(\C#N)c1nnc2n1CCCCC2
  A: -4	B: -0.5	C: 7	D: -1	E: 0.4	F: -1.3	G: -1.2	H: -5	I: 7	J: 0.1	K: -0.9

8) Cc1ccccc1S(=O)(=O)NC(=O)C1(C)CCN1C(=O)C1(c2ccc(Cl)cc2)CC1 (stereo unspecified)
  A: 2	B: /	C: -9	D: 1	E: 0.1	F: 0.1	G: -1.0	H: 2	I: 0	J: 0.5	K: 2.4

9) CCOC(=O)c1cccc(NC(=O)Cn2cc3c(n2)CCC(C)C3)c1 (stereo unspecified)
  A: -7	B: 0.8	C: -7	D: -2	E: -0.7	F: -1.2	G: 0.9	H: -1	I: -3	J: 0.4	K: -0.3

10) NC(=O)c1cccc(-c2ccnc3c2CC(C(=O)Nc2ccc(Cl)cc2)O3)c1 (stereo unspecified)
  A: 4	B: /	C: -13	D: 5	E: -1.6	F: -1.8	G: -0.8	H: -5	I: -6	J: -3.5	K: -3.1

11) CSCCC(NC(=O)c1ccc([N+](=O)[O-])cc1Cl)C(=O)OC(C)C(=O)NCc1ccco1 (stereo unspecified)
  A: -5	B: 0.9	C: -1	D: -2	E: 1.2	F: -1.3	G: -1.6	H: 0	I: -1	J: -1.5	K: -0.8

12) CN(C)S(=O)(=O)NCC1CCCN(Cc2ccc(-c3ccccc3)cc2)C1 (stereo unspecified)
  A: -22	B: 0.8	C: -5	D: -6	E: -0.3	F: -1.3	G: -0.1	H: -2	I: -4	J: 0.8	K: -1.4

13) COc1ccccc1/C=C/C=N/NC(=O)CN1CCN(Cc2ccccc2)CC1
  A: -16	B: 0.5	C: -10	D: -3	E: -0.7	F: -1.6	G: 2.6	H: -3	I: 0	J: -1.5	K: -1.4

14) CCN(C(=O)COC(=O)c1ccccc1O)c1nc2ccccc2s1
  A: 6	B: 0.4	C: -6	D: 4	E: 0.1	F: -1.6	G: -2.1	H: -2	I: -3	J: 1.8	K: -0.5

15) Clc1cccc(CNCCCSc2ncccn2)c1
  A: 6	B: 0.3	C: 14	D: -3	E: 0.7	F: -1.4	G: 1.4	H: -2	I: -5	J: -0.8	K: -0.1

16) Cc1ccnc(NC(=O)CCC(=O)N(CC(=O)NC2CCCCC2)Cc2ccccc2)c1
  A: 3	B: -0.2	C: 2	D: -1	E: 1.0	F: -1.0	G: -1.9	H: -1	I: -5	J: 3.4	K: 1.7

17) COC(=O)[C@]12CCCCC=C1N(Cc1ccccc1)C(=O)[C@H](CC(=O)N1CCSCC1)C2
  A: -17	B: /	C: 6	D: 3	E: -1.1	F: -0.2	G: -2.7	H: -6	I: 1	J: /	K: 0.9

18) COc1ccc(NC(=O)Nc2ccc(C(C)C)cc2)cc1
  A: -5	B: 1.0	C: 5	D: 9	E: 0.1	F: -0.3	G: -0.8	H: -2	I: 2	J: 2.1	K: 1.7

19) CNC(=S)N/N=C/c1cccc(OCc2ccccc2F)c1
  A: 9	B: -0.3	C: 5	D: 24	E: 0.0	F: -0.7	G: -1.3	H: 1	I: 18	J: 1.8	K: 9.6

20) CCn1c(=O)n(CC)c2cc(S(=O)(=O)Nc3c(C)cccc3C)ccc21
  A: -4	B: -0.6	C: -8	D: 2	E: 1.3	F: -1.5	G: -0.2	H: -2	I: 5	J: -0.8	K: -4.0

21) Cc1cccc2c(=O)cc(C)n(CC(=O)N3CCOCC3)c12
  A: -3	B: 0.3	C: -1	D: 2	E: -0.6	F: -1.4	G: -0.8	H: -2	I: -3	J: 2.7	K: -1.1

22) Cc1ccc(C2=C(CC(=O)O)C(=O)CC2)cc1
  A: -1	B: -0.2	C: 3	D: 6	E: 0.1	F: 0.0	G: 1.3	H: -1	I: 0	J: -0.6	K: -0.9

23) CCOc1ccc(-c2cc(C(=O)O)c3ccccc3n2)cc1
  A: i	B: -0.7	C: -5	D: -1	E: 2.9	F: 0.2	G: 4.8	H: 6	I: 2	J: 1.7	K: 11*

24) CCCn1nnnc1NCc1cccc(OC)c1OC
  A: 10	B: -0.6	C: 1	D: 2	E: 0.1	F: -1.4	G: -1.7	H: -2	I: 1	J: 0.4	K: 1.1

25) CC1CCCN(S(=O)(=O)c2ccc(NC(=O)[C@@H]3CCCN3C(=O)c3cccs3)cc2)C1 (stereo partly specified)
  A: 4	B: -1.5	C: -10	D: -7	E: -1.0	F: -1.2	G: -1.4	H: -1	I: -2	J: -0.5	K: -1.5

26) CCCn1c(SCC(=O)c2cc(OC)ccc2OC)nnc1C(C)C
  A: 4	B: 0.1	C: -13	D: -3	E: -0.4	F: -0.3	G: 2.4	H: 1	I: -4	J: 0.4	K: -0.5

27) CCN(CC)C(=O)CSc1nc2ccsc2c(=O)n1CCCC(=O)NCCc1ccc(S(N)(=O)=O)cc1
  A: -7	B: 2.3	C: 10	D: -1	E: 0.6	F: -1.3	G: 1.9	H: -4	I: 1	J: -0.3	K: 3.2

28) CCN(CC)S(=O)(=O)c1ccc(C(=O)NCCc2ccccn2)cc1
  A: 7	B: 0.7	C: 3	D: -1	E: 0.7	F: 0.8	G: 2.3	H: 7	I: -2	J: 1.5	K: 3.5

29) O=C(OCC(=O)N(CCc1ccccc1)Cc1ccccc1)c1ccc(F)c(S(=O)(=O)N2CCOCC2)c1
  A: 13	B: 0.5	C: -12	D: 0	E: -2.0	F: -1.2	G: -1.2	H: -3	I: -2	J: -0.2	K: 1.9

30) COc1cccc(Cn2c(NCc3ccccn3)nc3c2c(=O)n(C)c(=O)n3C)c1
  A: -3	B: /	C: -4	D: 1	E: -0.4	F: -0.9	G: 0.0	H: 0	I: -3	J: /	K: -1.1

31) CCOC(=O)c1ccc(-c2ccc(/C=N/NC(=O)CN(c3cccc(C)c3)S(C)(=O)=O)o2)cc1
  A: -8	B: 0.5	C: -1	D: -10	E: 0.7	F: -0.6	G: 2.4	H: 2	I: 0	J: 0.3	K: -1.4

32) Cc1[nH][nH]c(=O)c1C(c1ccc2c(c1)OCO2)c1c(C)[nH][nH]c1=O
  A: -6	B: -0.8	C: -28	D: 6	E: -0.2	F: -2.0	G: -1.8	H: 0	I: 1	J: -1.6	K: -3.7

33) COC(=O)c1ccccc1S(=O)(=O)N1CCC(C(=O)NC2CCCCC2)CC1
  A: -1	B: 0.2	C: 1	D: 3	E: 1.7	F: -1.7	G: 0.0	H: 0	I: -2	J: 0.0	K: 2.0

34) CC(C)N1CCC(=NNc2ccc(S(=O)(=O)N3CCOCC3)cc2[N+](=O)[O-])CC1
  A: 4	B: -1.5	C: -3	D: 2	E: -1.4	F: -0.9	G: -2.7	H: 4	I: 1	J: -0.5	K: -5.1

35) Nc1ccc(S(N)(=O)=O)cc1
  A: -6	B: 1.7	C: 10	D: 4	E: -0.6	F: -1.7	G: -1.5	H: -4	I: 6	J: 1.8	K: -1.0

36) CCCC1(C(=O)OC)NC(c2ccc(OC)c(OC)c2)C2C(=O)N(c3cccc(C(C)=O)c3)C(=O)C21 (stereo unspecified)
  A: -8	B: 0.1	C: -2	D: -7	E: -0.4	F: -0.4	G: -1.2	H: -2	I: 2	J: 0.1	K: -2.9

37) O=C(NC(Cc1ccccc1)c1ccc2c(c1)OCCCO2)c1ccc(F)cc1 (stereo unspecified)
  A: 3	B: -0.6	C: -9	D: 0	E: -0.1	F: -1.3	G: -0.1	H: 5	I: -2	J: -0.7	K: 0.2

38) CCCCCCCCOC(=O)c1nc(Cl)c(Cl)c(N)c1Cl
  A: -2	B: -0.8	C: -12	D: 5	E: -0.4	F: -1.2	G: 1.9	H: 2	I: -6	J: 0.9	K: -0.1

39) COCCNC(=O)Cn1c(=O)n(C)c2ccccc21
  A: 0	B: 0.0	C: 2	D: 3	E: 0.1	F: -1.8	G: -0.8	H: 6	I: 1	J: -0.9	K: -0.8

40) O=C(Cn1c(=O)oc2cc(S(=O)(=O)N3CCCC3)ccc21)N1CCCC1
  A: 0	B: -0.5	C: -1	D: 6	E: -0.4	F: -1.3	G: -1.0	H: -2	I: 1	J: 0.8	K: -0.6

Filtered by structure: the entries above containing a thiophene ring, fused or not (5)
Key to letters: A = ADAM10 inh; B = DAX1 inh-1; C = HGIII-sPLA2 inh; D = NPR2 activator; E = DAX1 inh-2; F = ssDAF-12 act; G = hcDAF-12 act; H = SMARCA2 act; I = GC-A act; J = GAA850 FXN act; K = hgDAF-12 ag
3) O=C(O)Cc1ccc(C(=O)c2ccccc2)s1
  A: -15	B: 1.6	C: -7	D: 4	E: -0.5	F: -0.6	G: 0.8	H: -2	I: 2	J: -1.4	K: -0.2

5) CCC(CO)Nc1nc(CN2CCCCC2)nc2scc(-c3ccccc3)c12 (stereo unspecified)
  A: -7	B: 0.9	C: -5	D: -10	E: 0.3	F: 0.1	G: -0.7	H: -1	I: -12	J: -2.1	K: -0.7

6) Cc1c(C(N)=O)sc(N)c1C(=O)OC(C)C
  A: -7	B: -0.5	C: 9	D: 5	E: 0.9	F: -0.2	G: -2.6	H: -8	I: 5	J: -0.1	K: 2.8

25) CC1CCCN(S(=O)(=O)c2ccc(NC(=O)[C@@H]3CCCN3C(=O)c3cccs3)cc2)C1 (stereo partly specified)
  A: 4	B: -1.5	C: -10	D: -7	E: -1.0	F: -1.2	G: -1.4	H: -1	I: -2	J: -0.5	K: -1.5

27) CCN(CC)C(=O)CSc1nc2ccsc2c(=O)n1CCCC(=O)NCCc1ccc(S(N)(=O)=O)cc1
  A: -7	B: 2.3	C: 10	D: -1	E: 0.6	F: -1.3	G: 1.9	H: -4	I: 1	J: -0.3	K: 3.2
